# ROC1-CUL1 inh: inhibitors of human ROC1-CUL1 ubiquitin ligase activity | 140,000 tested, 0.6% active | AID 1347404 | P62877+Q13616 | inhibition, % at 10 µM | in vitro K48 di-Ub FRET, acceptor:donor ratio, 45 min; in the data active = inhibition above about 25%
# Target sequence (P62877 whole entry, looked up): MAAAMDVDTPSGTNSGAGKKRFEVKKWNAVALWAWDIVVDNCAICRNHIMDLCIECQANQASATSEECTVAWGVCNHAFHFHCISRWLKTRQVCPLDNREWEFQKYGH
# Target sequence (Q13616 whole entry, looked up): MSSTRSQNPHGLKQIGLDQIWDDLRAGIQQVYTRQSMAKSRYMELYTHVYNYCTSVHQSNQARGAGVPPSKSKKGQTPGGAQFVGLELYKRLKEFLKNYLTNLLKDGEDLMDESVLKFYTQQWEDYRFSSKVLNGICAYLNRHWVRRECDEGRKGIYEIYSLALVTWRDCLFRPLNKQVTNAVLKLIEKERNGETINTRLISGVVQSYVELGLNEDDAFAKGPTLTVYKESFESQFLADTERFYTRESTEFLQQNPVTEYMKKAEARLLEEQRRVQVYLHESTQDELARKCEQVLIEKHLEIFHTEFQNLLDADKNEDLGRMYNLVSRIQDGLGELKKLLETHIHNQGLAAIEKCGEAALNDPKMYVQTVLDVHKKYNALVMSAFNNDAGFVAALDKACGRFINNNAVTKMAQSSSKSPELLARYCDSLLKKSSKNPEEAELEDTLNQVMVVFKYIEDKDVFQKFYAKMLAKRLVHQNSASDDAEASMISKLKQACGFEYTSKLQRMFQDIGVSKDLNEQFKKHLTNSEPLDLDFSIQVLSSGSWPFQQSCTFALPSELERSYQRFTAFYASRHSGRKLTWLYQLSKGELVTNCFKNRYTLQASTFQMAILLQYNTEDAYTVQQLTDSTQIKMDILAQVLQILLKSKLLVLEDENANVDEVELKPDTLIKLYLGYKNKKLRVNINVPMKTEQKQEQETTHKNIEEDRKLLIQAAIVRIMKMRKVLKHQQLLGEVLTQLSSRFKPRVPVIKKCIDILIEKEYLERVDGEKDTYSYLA
# Numbers without * were called inactive.
SMILES,ROC1-CUL1 inh
Clc1ccc(-c2nnc(-c3ccccc3)nn2)c(Cl)c1,-1
COCCN1C(=O)C(=O)C(C(=O)c2ccco2)C1c1cccc(OC)c1 (stereo unspecified),2
COc1ccc(C(=O)Nc2cc(-c3ccccc3)nn2-c2ccccc2)cc1,3
Cc1ccc(-c2cc3ncc4c(n3n2)-c2ccccc2OC4)cc1,-2
CCOc1ccc(-c2cn3c(n2)sc2cc(C(=O)NCCCN(CC)CC)ccc23)cc1,-137
COc1ccc(C)cc1NC(=O)CSc1nnc(CNC(=O)c2ccccc2F)n1C,6
CCCCC1CC(C(=O)Nc2ccccc2)C(=O)O1 (stereo unspecified),-1
O=C(Nc1nc2c(s1)CCCC2)c1ccccc1F,-2
CCOc1ccccc1CNC(=O)c1oc2c(c1C)-c1[nH]ncc1CC2,-1
Cc1nccn1CCN(C)c1nc2nonc2nc1N1CCCCCC1,1
CCOC(=O)C1(C)Oc2c(N)c(Cl)cc(Cl)c2C1=O (stereo unspecified),8
Cc1ccc(NC(=O)CN2C(=O)COc3ccc(S(=O)(=O)N4CCCCCC4)cc32)cc1Cl,-3
N#Cc1c(SCC(=O)c2ccc(F)cc2)nc2c(c1-c1cccnc1)CCC2,5
CC(C)COc1ccc(C(=O)NC(=S)Nc2ccc(CN3CCOCC3)cc2)cc1,-3
CNS(=O)(=O)c1cn(CC(=O)N2CCN(c3ccc(Cl)cc3)CC2)cc1S(=O)(=O)NC,-10
CC(C)C1NC(=O)N(c2ccccc2)C1=O (stereo unspecified),-4
CN(C)C(=O)c1ccc2c(c1)N(CC(=O)NCc1ccc(F)cc1)C(=O)C1CCCCN21 (stereo unspecified),-5
O=C1CCC(C(=O)N2CCCC(CO)(Cc3ccc(F)cc3)C2)=NN1 (stereo unspecified),1
CC(C)(C)C(=O)Nc1nc(-c2ccccc2)ns1,4
Cc1ccc(C)c(Cn2c(-c3cccs3)nc3ccccc32)c1,10
CCOc1ccc(N2C(=O)C(C)SC2c2ccc3cc(C)ccc3n2)cc1 (stereo unspecified),-1
CC(C)(CNC(=O)c1ccccc1)CNC1NS(=O)(=O)C2CCCCC12 (stereo unspecified),11
CCOC(=O)c1c(-c2ccc(F)cc2)csc1NC(=O)c1cc(Cl)ccc1[N+](=O)[O-],-9
CC(=O)Nc1nc(N(C)C)c2nccnc2n1,3
CC(C)(C)NCC1(O)CCCN(Cc2ccc(F)cc2)C1=O (stereo unspecified),1
Cc1cc(C(=O)N2CCC(CO)(CCOc3ccccc3)CC2)no1,0
CCOC(=O)c1c(N)nc(Nc2nc(C)c3ccc(C)cc3n2)nc1-c1ccccc1,-1
COc1ccc(C2C(C(=O)Nc3ccccc3C)=C(C)N=c3s/c(=C/c4ccoc4)c(=O)n32)cc1 (stereo unspecified),4
COc1c(Cl)cc(Cl)cc1/C=N\NC(=O)COc1cc(C)ccc1C(C)C,-6
NC(=O)C1(N2CCCCC2)CCN(C(=O)c2ccc(C#Cc3ccccc3)cc2)CC1,-10

# 4 entries drawn at random from those above, as already listed:
SMILES,ROC1-CUL1 inh
O=C1CCC(C(=O)N2CCCC(CO)(Cc3ccc(F)cc3)C2)=NN1 (stereo unspecified),1
CC(C)(CNC(=O)c1ccccc1)CNC1NS(=O)(=O)C2CCCCC12 (stereo unspecified),11
COc1c(Cl)cc(Cl)cc1/C=N\NC(=O)COc1cc(C)ccc1C(C)C,-6
NC(=O)C1(N2CCCCC2)CCN(C(=O)c2ccc(C#Cc3ccccc3)cc2)CC1,-10

# Further entries follow:
SMILES,ROC1-CUL1 inh
Cc1ccc(-n2ncc(C(=O)NCc3ccco3)c2C2CCN(C(=O)OC(C)(C)C)CC2)c(C)c1,3
COCC1CCCN(C(=O)c2ccc(N(C)Cc3ccsc3)nc2)C1 (stereo unspecified),0
Cc1ccc(/C=C2\SC(=N)NC2=O)s1,3
CC(=O)c1ccc(NC(=O)Cn2c(=O)oc3cc(S(=O)(=O)N4CCCCC4)ccc32)cc1,6
COc1cc(C(=O)O)ccc1OC(=O)C1CCCCC1,2
COc1ccc(-c2cc(C)no2)cc1S(=O)(=O)N1CCOc2ccc(Cl)cc21,-3
O=C1c2ccccc2NC(c2ccccc2Cl)N1c1ccc(F)c(Cl)c1 (stereo unspecified),6
CCOc1ccc2c(c1)N1C(=O)NC(C(F)(F)F)(C(F)(F)F)N=C1S2,1
Cc1oc(-c2ccccc2NS(=O)(=O)N(C)C)nc1CNC(=O)c1ccc2c(c1)OCCO2,2
Cc1ccccc1C(=O)N1CCc2cc(S(=O)(=O)N3CCOCC3)ccc21,2
CC(=O)c1ccc(NC(=O)CC2Nc3cc(C)c(C)cc3NC2=O)cc1 (stereo unspecified),-4
O=C(c1cccc2c1-c1ccccc1C2)N1CCCC1,6
CN(Cc1ccc2nccnc2c1)C(=O)CCC1(Cc2ccc(-c3ccccc3)cc2)CCC(=O)N1 (stereo unspecified),5
O=C(Nc1nncs1)N1CC[C@@](O)(c2ccccc2)[C@H]2CCCC[C@H]21,0
Cc1nc(NCCc2cccs2)c2c3c(sc2n1)CCCC3,10
CCOC(=O)c1c(NC(=O)c2ccc(Br)o2)sc2c1CCCC2,-9
CCn1ncc(Br)c1C(=O)Nc1nc(-c2ccc(C)c(C)c2)c(C)s1,4
O=C(Oc1cccc(NC(=O)c2cccs2)c1)c1ccco1,-5
Clc1ccc(/C=N/Nc2nc(-c3ccc(I)cc3)cs2)c(Cl)c1,5
CCN1CCC(N(Cc2ccc3c(c2)OCO3)C(=O)Nc2cccc(C)c2C)CC1,-1
CCOc1ccc(C2C3=C(CCCC3=O)OC(=N)C2C#N)c(OCC)c1 (stereo unspecified),-1
O=C1c2cccc3cc(Br)cc(c23)C(=O)N1NC(=O)C12CC3CC(CC(C3)C1)C2,-2
CCNS(=O)(=O)c1ccc(OC)c(C(=O)N2CCOCC2)c1,-5
CCn1c2c(c(=N)c3c1CCC3)CCC2,5
CCn1c(COc2ccc(Cl)cc2)nnc1SCC(=O)NNC(=O)c1ccc(C)cc1,2
Cn1cccc1/C=C/c1cc(Br)c(/C=C/c2cccn2C)cc1Br,95*
CCCCNC(=O)CSc1nc2ccc(NC(=O)CSc3nnc(COc4ccccc4)n3-c3ccccc3)cc2s1,14
Cc1ccc(NC(=O)CSc2nnc(-c3ccccc3Cl)n2N)c(C)c1,-10
Cn1cnc2oc3c(c2c1=N)CC(C)(C)OC3,0
Cc1nc(N2CCc3[nH]nc(C4CCCC4)c3C2)cc(-n2cccn2)n1,9

# Some of these compounds in order of count of non-hydrogen atoms, ascending:
SMILES,ROC1-CUL1 inh
CCn1c2c(c(=N)c3c1CCC3)CCC2,5
CCNS(=O)(=O)c1ccc(OC)c(C(=O)N2CCOCC2)c1,-5
CCOC(=O)c1c(NC(=O)c2ccc(Br)o2)sc2c1CCCC2,-9
CCOc1ccc(C2C3=C(CCCC3=O)OC(=N)C2C#N)c(OCC)c1 (stereo unspecified),-1
CCN1CCC(N(Cc2ccc3c(c2)OCO3)C(=O)Nc2cccc(C)c2C)CC1,-1

# Additional structures:
SMILES,ROC1-CUL1 inh
CC(C)N=C1CC(=O)NC(=O)N1C,11
c1ccc2c(c1)c(N1CCOCC1)nn1nnnc21,4
COc1cc(F)c(CN2CCCC(c3cc(=O)[nH]cn3)C2)cc1OC (stereo unspecified),6
COc1ccc(C(=O)NC2=NCCS2)c(OC)c1,7
CC1(C)CC(=O)C2C(=Nc3ncnn3C2c2ccc(Cl)cc2)C1 (stereo unspecified),0
CC(C)(C)CC(C)(C)c1ccc(OC(=O)NC(C)(C(F)(F)F)C(F)(F)F)cc1,4
CCC1CCc2nc3sc(C(=O)Nc4ccc(OC)cc4OC)c(N)c3cc2C1 (stereo unspecified),-6
COc1ccc(N2CCN(C(=O)c3cc(F)c(F)cc3Cl)CC2)cc1,-1
O=C(Cn1nnc2sc3c(c2c1=O)CCCC3)Nc1ccccc1F,-13
COc1cc(C2C3=C(CC(C)(C)CC3=O)OC3=C2C(=O)CC(C)(C)C3)cc(Br)c1OS(=O)(=O)c1ccccc1,6
COc1cccc(-c2nc(CS(=O)(=O)CC(=O)Nc3ccc(C)c(Cl)c3)c(C)o2)c1,-6
CC(=O)Nc1ccccc1C(=O)/C=C/c1ccc2c(c1)OCO2,8
Cc1cc(C)cc(C(=O)N2CCN=C2c2ccccc2)c1,-4
CCOc1ccc(CC2=NC(=O)NC2=O)cc1Cl,-1
Cc1ccc(S(=O)(=O)Oc2ccccc2C=Nc2c(C)n(C)n(-c3ccccc3)c2=O)cc1,3
CCOC(=O)NC(=O)c1cn(CCOC(=O)CCCCCCCCC(=O)OCCn2cc(C(=O)NC(=O)OCC)c(=O)[nH]c2=O)c(=O)[nH]c1=O,-2
CCN1C(=O)CC(CC(=O)N(C)CC2CCCCO2)(c2cccc(C(F)(F)F)c2)C1=O (stereo unspecified),-7
CCCOc1ccc(-n2nnc(C(=O)NC(C)C)c2C)cc1,8
COc1cc(CNc2ccc(Oc3ccccc3)cc2)cc(Cl)c1OCc1ccccc1Cl,3
CCCN1CCN(CCNC(=O)Nc2cc(OC)cc(OC)c2)CC1,3
COc1ccc(CN2CC[C@@H](N3CCCCCC3)[C@H](O)C2)c(OC)c1OC,5
CCn1nc(C(=O)NCc2ccccc2)c(Cl)c1Cl,8
COCCNC(=O)Cn1ncc2c(C)n(Cc3ccc(C)cc3)c(C)c2c1=O,2
O=C(Nc1ccccc1C(F)(F)F)N1CCN(c2ccc3nnc(-c4ccc(F)cc4)n3n2)CC1,3
O=C1C2C3C=CC(C3)C2C(=O)N1c1ccc(OS(=O)(=O)c2ccc(Br)cc2)cc1 (stereo unspecified),5
CC(=O)OC1=C2C(=Nc3c(c(=O)n(C)c(=O)n3C)C2c2ccc(Br)cc2)c2ccccc21 (stereo unspecified),-2
CCOc1ccc(-c2cn3c(n2)sc2cc(C(=O)N4CCCC(C)C4)ccc23)cc1 (stereo unspecified),-5
COc1ccc(NC(=O)c2c(NC(=O)C(C)(C)C)sc3c2CCCCC3)cc1,-3
Cc1cc(CC2=NC(=O)NC2=O)c(C)n1-c1cccnc1,10
CCc1ccc(C(=O)N2CCN(c3cccc(Cl)c3)CC2)s1,10
COc1ccccc1OCC(=O)N1CCc2c(cnc(C)c2CNC(=O)Cc2ccsc2)C1,-2
Cc1ncsc1CCNC(=O)Nc1nn[nH]n1,0
Cc1csc2nc(COC(=O)c3cccc(NC(=O)c4cccc(Cl)c4)c3)cc(=O)n12,-6
CCOC(=O)N1CCC(NC(=O)CC2C(=O)NCCN2C)CC1 (stereo unspecified),-2
CCC(=O)N1CCc2cc(Br)cc(S(=O)(=O)NCc3ccc(Cl)cc3)c21,9
CCc1oc2ccccc2c(=O)c1C(=O)c1ccc(C)cc1,-7
COc1ccccc1N1CCN(C(=O)c2ccc(N3CCOCC3)cc2)CC1,3
Cc1ccc2c(Cl)c(C(=O)N=C3CC(=O)N(C)C(=O)N3C)sc2c1,4
C=CCn1c(SCC(=O)Nc2ccc(Oc3ccccc3)cc2)nnc1-c1ccccc1Br,1
CCCCc1nn2c(=O)cc(COC(=O)c3ccc(NC(=O)CCc4ccccc4)cc3)nc2s1,-13
CCc1nn2c(C)c(C(C)=O)nnc2c1-c1ccc(OC)cc1,11
COC(=O)c1onc(-c2c(C)cc(C)cc2C)c1C(=O)OC,1
CCOc1cc(CNc2ccc3c(c2)OCCO3)ccc1OCc1ccccc1,11
COc1cc2c(cc1NC(=O)CCc1c[nH]c3ccccc13)oc1ccccc12,0
O=C(Oc1cccc2ccccc12)C1CCCCC1,-1

# Of the compounds above, 4 contain two or more sulfur atoms:
SMILES,ROC1-CUL1 inh
CNS(=O)(=O)c1cn(CC(=O)N2CCN(c3ccc(Cl)cc3)CC2)cc1S(=O)(=O)NC,-10
Cc1ccc(/C=C2\SC(=N)NC2=O)s1,3
Cc1nc(NCCc2cccs2)c2c3c(sc2n1)CCCC3,10
CCCCNC(=O)CSc1nc2ccc(NC(=O)CSc3nnc(COc4ccccc4)n3-c3ccccc3)cc2s1,14

# (listing goes on)
SMILES,ROC1-CUL1 inh
COC(=O)c1ccc(C2c3c(n[nH]c3C(C)C)OC(=N)C2C#N)cc1 (stereo unspecified),11
O=C(CSc1nnc(-c2cccnc2)n1C1CCCCC1)Nc1ccc(F)cc1,6
CNCCOc1ccc(C)cc1OC,1
Cc1ccc(N2C(=O)[C@@H]3CSC(c4ccc(C(F)(F)F)cc4)N3C2=O)cc1 (stereo partly specified),-2
CN(CCc1cn[nH]c1)c1nc2nonc2nc1N1CCCCC1,-10
CN(C)c1ccc(C(CNC(=O)c2ccccc2C(F)(F)F)N2CCOCC2)cc1 (stereo unspecified),-6
O=C(CCN1Cc2ccccc2OC(c2ccccc2)C1)NCCc1nc2ccccc2c(=O)[nH]1 (stereo unspecified),-3
Cc1ccc(S(=O)(=O)NCC2COc3ccccc3O2)cc1 (stereo unspecified),-2
O=C(N/N=C/c1ccc([N+](=O)[O-])cc1)c1ccc(COc2cc(Cl)ccc2Cl)cc1,-5
O=C(Oc1ccc2c(=O)c(-c3ccccc3Cl)c(C(F)(F)F)oc2c1)c1ccc(N2C(=O)c3ccccc3C2=O)cc1,-3
CC(C)CCN1C(=O)c2ccc(C(=O)NN3C(=O)c4ccccc4C3=O)cc2C1=O,2
CCN(CC)c1ccc(/C=N/NC(=O)C(=O)Nc2ccc(C(F)(F)F)cc2)cc1,-4
CCCOC(=O)c1ccc(OC(=O)c2cc(Br)ccc2Br)c(OC)c1,4
CCC(Cn1nnc2ccccc2c1=O)NC(=O)Nc1ccc(C)cc1 (stereo unspecified),5
CC1(C)CC(=O)C=C(C(=O)N2CCCC(CNC(=O)c3ccc(F)cc3)C2)O1 (stereo unspecified),-2
COC1CCN(Cc2ccc(OCC(O)CN(C)Cc3ccccc3)cc2)CC1 (stereo unspecified),3

# Some of the compounds tested; count on the stated rates, not on these rows.
